Assay outcomes: PubChem, The Scripps Research Institute Molecular Screening Center
PAD4 FP inh – human PAD4 inhibitors, primary screen, biochemical, fluorescence polarization, 1536-well format | Protein-arginine deiminase type-4 (Homo sapiens), Q9UM07 | recombinant PAD4, RCA probe fluorescence polarization | inhibition, % at 6.36 µM | 330,000 tested, 0.41% active;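 active = percent inhibition above a cutoff equal to the mean of all tested compounds plus 3 SD, cut at about 15% in these data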;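 also: 0% = PAD4 with RCA probe and DMSO and 100% = probe without PAD4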
Target sequence (Q9UM07 whole entry, looked up): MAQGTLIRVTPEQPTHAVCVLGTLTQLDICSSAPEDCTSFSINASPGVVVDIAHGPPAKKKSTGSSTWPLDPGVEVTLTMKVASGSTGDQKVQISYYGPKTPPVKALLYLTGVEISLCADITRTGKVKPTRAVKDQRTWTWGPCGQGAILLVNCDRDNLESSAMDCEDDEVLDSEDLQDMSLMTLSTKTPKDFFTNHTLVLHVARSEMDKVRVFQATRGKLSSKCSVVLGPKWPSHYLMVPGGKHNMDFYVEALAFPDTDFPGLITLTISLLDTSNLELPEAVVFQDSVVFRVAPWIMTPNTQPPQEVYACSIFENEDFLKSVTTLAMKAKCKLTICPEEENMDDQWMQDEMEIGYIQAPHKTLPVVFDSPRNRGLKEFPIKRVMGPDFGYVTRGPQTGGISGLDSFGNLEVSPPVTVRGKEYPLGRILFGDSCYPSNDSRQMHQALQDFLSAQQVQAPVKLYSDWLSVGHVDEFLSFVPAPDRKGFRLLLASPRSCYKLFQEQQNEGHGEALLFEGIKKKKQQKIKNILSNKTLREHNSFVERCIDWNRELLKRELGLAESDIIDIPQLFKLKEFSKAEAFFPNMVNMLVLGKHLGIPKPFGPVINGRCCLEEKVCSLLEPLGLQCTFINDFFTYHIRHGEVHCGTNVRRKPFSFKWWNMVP
LYPLA1 counter – LYPLA1 inhibitors, primary screen, counter-screen for PME1 inhibitor project, biochemical, fluorescence polarization, FP-Rh probe ABPP | Acyl-protein thioesterase 1 (Homo sapiens), O75608 | recombinant LYPLA1 | inhibition, % at 5.9 µM | 320,000 tested, 0.16% active | AID 2174, 2009;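 active = inhibition above the mean of all tested compounds plus 3 SD, set per campaign, cut at about 14% in these data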;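 also: inhibitors block serine hydrolase probe labeling of LYPLA1 so polarization falls; 0% = enzyme with DMSO and 100% = wells lacking LYPLA1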
LYPLA2 inh – LYPLA2 inhibitors, primary screen, counter-screen for PME1 inhibitor project, biochemical, fluorescence polarization, FP-Rh probe ABPP. 320,000 tested, 0.38% active. Acyl-protein thioesterase 2 (Homo sapiens), O95372. inhibition, % at 5.9 µM. recombinant LYPLA2. AID 2177, 2009;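 active = inhibition above the screen-wide mean plus 3 SD, limit set per campaign, cut at about 26% in these data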;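 also: 0% = LYPLA2 with DMSO and 100% = wells lacking LYPLA2 enzyme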
PREPL inh – PREPL enzyme inhibitors, primary screen, biochemical, fluorescence polarization; Prolyl endopeptidase-like (Homo sapiens), Q4J6C6; recombinant PREPL, fluorescence polarization activity-based probe; inhibition, % at 5.96 µM; 320,000 tested, 0.68% active; in the data active = inhibition above about 43%;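 also: 0% = enzyme with DMSO and 100% = wells lacking enzyme; many of its hits are not listed in these tables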
ZTA counter – blocks Epstein-Barr virus ZTA, an EBNA-1 counter-screen | P03206 | ZTA-DNA binding, fluorescence polarization | inhibition, % at 11 µM | 320,000 tested, 0.15% active | AID 2234; in the data active = inhibition above about 33%
EBNA-1 inhibitor – EBNA-1 DNA-binding inhibitors, primary screen, biochemical, fluorescence polarization | AID 1950, 2009 | inhibition, % at 14.8 µM | 300,000 tested, 0.34% active; in the data active = inhibition above about 28%
PAFAH2 inh – PAFAH2 enzyme inhibitors, primary screen, biochemical, fluorescence polarization, human; 340,000 tested, 0.99% active; recombinant PAFAH2, FP-rhodamine activity probe; inhibition, % at 3.39 µM; Platelet-activating factor acetylhydrolase 2, cytoplasmic (Homo sapiens), Q99487;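 active = inhibition above the mean over all tested compounds plus 3 SD, cut at about 30% in these data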;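 also: inhibitors block probe labeling of enzyme so polarization drops; 0% = enzyme with DMSO and 100% = wells lacking PAFAH2 protein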
PAFAH1B3 FP inh – PAFAH1B3 enzyme inhibitors, primary screen, biochemical, fluorescence polarization, human; Platelet-activating factor acetylhydrolase IB subunit alpha1 (Homo sapiens), Q15102; recombinant PAFAH1B3, FP-rhodamine probe; inhibition, % at 3.39 µM; 340,000 tested, 0.28% active; AID 492972, 2010;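 active = inhibition above the screen-wide average of all tested compounds plus 3 SD, cut at about 25% in these data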;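 also: 0% = enzyme with DMSO only and 100% = wells lacking PAFAH1B3 protein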
GSTO1 counter – inhibitors of recombinant GSTO1, primary screen, counter-screen for RBBP9 inhibitor project, biochemical, fluorescence polarization | activity-based probe fluorescence polarization | inhibition, % at 5.96 µM | 300,000 tested, 1.1% active | AID 1974, 2009;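 active = inhibition above the campaign mean inhibition plus 3 SD, cut at about 35% in these data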;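 also: 0% = GSTO1-1 with DMSO and 100% = wells lacking GSTO1-1 enzyme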
Target sequence (P78417 whole entry, looked up): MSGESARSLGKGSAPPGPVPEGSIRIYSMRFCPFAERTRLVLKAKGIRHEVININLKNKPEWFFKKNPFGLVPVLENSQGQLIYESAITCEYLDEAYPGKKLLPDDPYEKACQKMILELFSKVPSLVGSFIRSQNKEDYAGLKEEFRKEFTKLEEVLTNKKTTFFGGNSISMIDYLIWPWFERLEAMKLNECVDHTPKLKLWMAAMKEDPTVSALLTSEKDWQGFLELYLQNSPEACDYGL
Numbers without * were called inactive; · = not tested or not shown. This is a subset. The share of hits here may be higher or lower than overall.

SMILES | PAD4 FP inh | LYPLA1 counter | LYPLA2 inh | PREPL inh | ZTA counter | EBNA-1 inhibitor | PAFAH2 inh | PAFAH1B3 FP inh | GSTO1 counter
Oc1ccc(C(c2nnnn2CCc2ccccc2)N2CCN(c3nc4ccccc4s3)CC2)cc1 (stereo not drawn) | 0 | -15 | -29 | 11 | -4 | 3 | -7 | -5 | -28
Cc1nnc(SCC(=O)O)o1 | -3 | 1 | 2 | -5 | 18 | 12 | -3 | 6 | 4
O=C(NCCCN1CCCC1)c1cccc(N2CCCC2=O)c1 | -1 | 0 | -2 | 10 | 14 | -4 | 4 | 5 | -1
CCCn1nc(NS(=O)(=O)c2ccccc2)c2cc3ccccc3nc21 | -12 | -2 | -2 | -9 | 16 | 12 | -3 | 4 | -9
CCCCOc1ccc(OCCCN2CCOCC2)cc1 | -2 | 1 | -2 | 0 | -5 | -1 | 1 | -5 | 2
CCOc1ccc(C(=O)c2ccc([N+](=O)[O-])cc2Cl)cc1 | -5 | 0 | 4 | 16 | -13 | -7 | 5 | 5 | 3
Cc1ccc2c(c1)N(CC(=O)N1CCN(c3ccccc3)CC1)C(=O)C(C)O2 (stereo not drawn) | -1 | 0 | 1 | 42 | 9 | -3 | 1 | 8 | 4
COc1ccc2[nH]c(CN3CCN(CCC(C)C)C(CCO)C3)c(C)c2c1 (stereo not drawn) | 3 | -1 | 3 | 29 | 10 | 1 | 4 | 5 | 0
Cc1ccc(OCC(=O)N2CCN(C(=O)c3cccnc3)CC2)cc1 | -1 | 3 | 6 | 15 | 4 | 18 | -4 | -4 | -7
COc1ccccc1CNC(=O)Cn1cnc2ccccc2c1=O | -2 | -3 | -3 | -8 | 7 | -6 | 4 | -1 | 1
COc1ccc(Cc2nnc3c4cnn(C)c4ncn23)cc1 | -1 | 2 | 3 | 12 | -23 | 13 | -8 | 8 | -3
CCN(CC)C(=O)C(C)N(C#N)c1nc(NC(C)C)nc(NC(C)C)n1 (stereo not drawn) | 1 | -2 | 2 | 2 | -5 | 13 | 5 | 7 | -7
CC(=O)/C(=N/Nc1ccccc1)Sc1nnc(C(O)c2ccccc2)n1-c1ccccc1 (stereo not drawn) | -5 | -1 | 5 | 14 | 12 | 5 | 1 | 0 | 0
O=C1CCCc2c1cc(-c1ccccc1)n2-c1ccc(O)cc1 | 0 | 0 | 2 | 4 | -2 | 13 | 5 | 1 | 4
Cc1cccc(N2CC34C=CC(O3)C(C(=O)O)C4C2=O)c1 (stereo not drawn) | 3 | 6 | 13 | -3 | 4 | 1 | 1 | 1 | -3
C=CCNC(=S)NNC(=O)c1ccncc1 | 1 | 8 | 9 | 14 | 4 | -1 | 1 | 1 | 1
O=C(CO)N/N=C/c1ccc(Cl)cc1 | 4 | 1 | -1 | 1 | -1 | 5 | -2 | 0 | 11
CC(C)NC(=O)CC1C(=O)NCCN1CC(c1ccccc1)c1ccccc1 (stereo not drawn) | 1 | -1 | 4 | 14 | 0 | -14 | -2 | 8 | 6
CN(c1cccc(NC(=O)CN(c2ccc(C34CC5CC(CC(C5)C3)C4)cc2)S(C)(=O)=O)c1)S(C)(=O)=O | 7 | -28 | -48 | 2 | -2 | 5 | -28 | -23 | -20
Cc1c(C(=O)OCC(=O)Nc2ccccc2OC(F)F)cccc1[N+](=O)[O-] | 3 | 3 | 4 | 18 | 8 | 8 | 7 | 0 | 7
CC(=O)Oc1ccc(/C=C(\NC(=O)c2ccco2)C(=O)Nc2ccc(C(C)=O)cc2)cc1 | 1 | 0 | 0 | -18 | -9 | -14 | -13 | 4 | 3
Nc1ccc(Cc2nc3cc4ccccc4cc3[nH]2)cc1 | 0 | -6 | -3 | 21 | 2 | 2 | · | · | 3
CCOC(=O)N1CCC(NC(=O)c2ccc(Cl)cc2)CC1 | 3 | 0 | 0 | 0 | -5 | -9 | -3 | 4 | 9
Cc1cc(C)c(S(=O)(=O)Nc2ccc(OCC(=O)O)cc2)c(C)c1 | 1 | 1 | -1 | -11 | -8 | -4 | 5 | 7 | 4

Reprinted at random: 3 records from the list.
SMILES | PAD4 FP inh | LYPLA1 counter | LYPLA2 inh | PREPL inh | ZTA counter | EBNA-1 inhibitor | PAFAH2 inh | PAFAH1B3 FP inh | GSTO1 counter
CC(=O)Oc1ccc(/C=C(\NC(=O)c2ccco2)C(=O)Nc2ccc(C(C)=O)cc2)cc1 | 1 | 0 | 0 | -18 | -9 | -14 | -13 | 4 | 3
CC(C)NC(=O)CC1C(=O)NCCN1CC(c1ccccc1)c1ccccc1 (stereo not drawn) | 1 | -1 | 4 | 14 | 0 | -14 | -2 | 8 | 6
O=C(CO)N/N=C/c1ccc(Cl)cc1 | 4 | 1 | -1 | 1 | -1 | 5 | -2 | 0 | 11

Next part:
SMILES | PAD4 FP inh | LYPLA1 counter | LYPLA2 inh | PREPL inh | ZTA counter | EBNA-1 inhibitor | PAFAH2 inh | PAFAH1B3 FP inh | GSTO1 counter
COc1nc(-c2ccc(Cl)cc2Cl)nc2ccccc12 | -1 | -3 | -9 | 0 | -5 | -2 | 2 | 3 | 7
CCCCCCSc1nnc2[nH]c(=O)cc(N)n12 | 2 | 1 | 1 | -2 | 14 | 2 | 2 | 4 | 4
CCCc1ccc(C(=O)NNC(=O)c2ccc(Cl)cc2)cc1 | -1 | -3 | -11 | -8 | 7 | 14 | 0 | -7 | 2
COc1ccc(CN(Cc2cccn2C)C(=O)c2cc3cc(OC)ccc3[nH]2)cc1 | 1 | -3 | -4 | 1 | 11 | 10 | 10 | 8 | 8
Cc1nn(CC(=O)NC(C)c2ccccc2)c(C)c1[N+](=O)[O-] (stereo not drawn) | 1 | -2 | 0 | 2 | -26 | 1 | -4 | 8 | 4
CC(=O)Nc1ccc2nsnc2c1 | 2 | -2 | -2 | -9 | 11 | 3 | · | · | 1
NC(=O)C1CCN(C(=O)c2cc3c(s2)CCCCC3)CC1 | 0 | 0 | 6 | 4 | -1 | · | -5 | -4 | ·
O=Nc1c(O)[nH]c2ccc(Cl)cc12 | -4 | 6 | 6 | 10 | -2 | 14 | 5 | 26* | 4
CCCCNC(=O)C1Cc2cc(S(=O)(=O)N3CCCC3)ccc2N1C(C)=O (stereo not drawn) | 2 | -2 | -9 | -1 | 2 | -3 | 9 | 3 | 3
CNC(=S)NNC(=O)c1ccc(=O)n(Cc2cccc(C(F)(F)F)c2)c1 | 0 | -3 | -8 | -5 | -15 | -10 | · | · | 5
CCC(=O)Nc1ccccc1Sc1ncnc2scc(-c3ccccc3)c12 | 21* | 4 | 7 | 4 | -8 | 9 | 5 | 4 | 3
COc1cc(=O)[nH]c(SC(C)C(=O)Nc2ccc3ccccc3c2)n1 (stereo not drawn) | 2 | -6 | -6 | 1 | -6 | 11 | 1 | 9 | -4
CC(C)CN1C(Nc2ccccc2)=NC[C@@H]1C | -1 | 2 | 2 | -5 | 7 | 5 | -2 | 2 | -1
C=CCn1c(Cc2c(C)[nH]c3ccccc23)nnc1SCC(=O)NCc1ccc(F)cc1 | -1 | -3 | 3 | -10 | -5 | -5 | 0 | -2 | -2
CCOC(=O)C1CCN(C(=O)c2cc3c(=O)n4ccccc4nc3s2)CC1 | 1 | 1 | 1 | -2 | 10 | 4 | -5 | 0 | 5
Cn1c(SCC(=O)Nc2ccc(Br)cc2F)nnc1-c1ccco1 | -1 | 8 | 9 | -28 | 10 | 4 | 5 | 10 | 8
COc1cc(OC)c(S(=O)(=O)Nc2ccc(C)cn2)cc1NC(C)=O | -2 | 3 | 1 | 2 | -8 | -4 | -5 | 2 | 4
COc1cccc(C(=O)NCC(=O)N/N=C/c2ccc3c(c2)OCO3)c1 | 4 | 1 | 1 | 4 | 8 | -11 | 4 | 5 | 3
COc1ccc(N2CCN(Cc3nc4c(c(=O)n(C)c(=O)n4C)n3CC(C)=O)CC2)cc1 | -7 | 1 | 7 | 8 | -12 | -10 | 1 | 2 | 2
O=C(COc1ccc2c(c1)CCC2)Nc1ccccn1 | -4 | 1 | -4 | 6 | 7 | 9 | -1 | 2 | 3
COC(=O)c1ccc(COc2ccccc2/C=C(\C#N)C(=O)Nc2c(C)cccc2C)cc1 | 0 | -40 | -84 | -9 | -4 | 5 | -30 | -25 | -2
C/C(=N\NC(=O)c1ccco1)c1ccc(NC(=O)c2cccs2)cc1 | -1 | -3 | -2 | 1 | 10 | 10 | -3 | 2 | -6
COc1cccc(NC(=O)CN(C)C(=O)C(CCSC)NC(=O)c2ccco2)c1 (stereo not drawn) | 2 | 0 | 5 | 3 | -6 | · | -1 | 2 | ·
COc1ccccc1C1CCN(Cc2cccc3ccccc23)CC1 | -6 | 2 | -2 | -1 | 16 | -1 | 16 | 1 | -6
C1CCCC(NC2=NCCO2)CCC1 | -4 | -4 | -7 | -5 | 5 | 0 | 1 | 5 | -6
CC(=O)N1CCN(C(=O)c2ccc(S(=O)(=O)Nc3ccccc3C)cc2)CC1 | -2 | -2 | -1 | 4 | -7 | -1 | -2 | 1 | 6
CCC(=O)N1CCc2cc(S(=O)(=O)CCC(=O)Nc3ccc(C(C)=O)cc3)ccc21 | -6 | 1 | -5 | 15 | 1 | -6 | 1 | 5 | 23
COc1ccccc1OCC(=O)NCCCN1CCOCC1 | 1 | 3 | -1 | -9 | -2 | 5 | -1 | -4 | 4
COc1ccc(N(CC(=O)NCCSc2ccccn2)S(=O)(=O)c2ccccc2)cc1OC | 2 | 2 | 4 | -5 | -12 | 2 | -2 | 9 | 0
COC(=O)c1cccc(NC(=O)c2cccc(OC)c2)c1 | 5 | -4 | -1 | -1 | 3 | 4 | 3 | 1 | 4
Cc1cc(NC(=O)CSc2ccc3nnc(-c4ccccn4)n3n2)no1 | 3 | 2 | 0 | 4 | 5 | -3 | 9 | 5 | -7
COc1cc(NC(=S)N2CCCC(C)C2)c(OC)cc1Cl (stereo not drawn) | -9 | 0 | -6 | -2 | 2 | 14 | -1 | 7 | 0
O=C([C@H](Cc1ccccc1)N1C(=O)c2ccccc2C1=O)N1CCOCC1 | 3 | -7 | -1 | 23 | -16 | -10 | -14 | 4 | 9
COc1ccc(Cl)cc1NC(=O)NC(C)c1ccncc1 (stereo not drawn) | -2 | 2 | 8 | 1 | -14 | 1 | -4 | 0 | -5
CCOC(=O)c1nnn(-c2nn3nnnc3c3ccccc23)c1C | 6 | 0 | 8 | -3 | 1 | -1 | 6 | -2 | -4
Cc1cccc(C(=O)N2CCN(S(=O)(=O)N3CCCCC3)CC2)c1 | 6 | -1 | -5 | 1 | -8 | 2 | -4 | 8 | 3
COc1ccc(NC(=O)CSc2c3c(nc4ccccc24)CCC3)c(OC)c1 | 6 | 3 | -11 | -3 | 2 | -12 | 11 | 2 | -8
C=CCN1C(=O)c2ccccc2NC1c1ccc(Br)s1 (stereo not drawn) | -4 | 1 | 0 | 2 | 3 | 2 | 0 | 3 | -7
CCOc1ccccc1N(C)C(=O)c1nn(-c2ccc(OC)cc2OC)c(=O)c2ccccc12 | 0 | 1 | 1 | 7 | 4 | -2 | 5 | 5 | 0
C=CCn1cc(-c2cccc(C(F)(F)F)c2)cc(C#N)c1=O | -3 | -2 | 2 | -4 | 5 | 3 | -2 | 5 | 1
Cc1ccc(NC2=CC(=O)CC(C)(C)C2)cc1F | -6 | 0 | 4 | 8 | -12 | -1 | 5 | 7 | 6
